Assay outcomes from PubChem BioAssay.
FN deposition inh – fibronectin deposition inhibition; 350,000 compounds, 0.086% hits; inhibition, % at 12.6 µM; AH1F fibroblasts, Alexa488-fibronectin deposition fluorescence, overnight; AID 743247;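 active = mean inhibition across replicates of 30% or more, regardless of how many single replicates reach that level; inconclusive = mean under 30% yet at least half of replicates reach 30%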;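 note: positive control wells lacked labelled fibronectin entirely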
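Assay system: AH1F fibroblast monolayer, labelled fibronectin deposition. Amount: 10000 cells per well. Also added: labelled fibronectin 24 nM. Compound: single-point pinned compound. Incubation: cell attachment 1 h, compound and FN exposure overnight. Detection: fluorescence after three HBSS washes, excitation 485 nm, emission 525 nm. Read-out: inhibition of fibronectin deposition signal.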
EWS-Fli inh – inhibitors of EWS/Fli oncoprotein transcriptional activity; 350,000 compounds, 0.67% hits; inhibition, % at 12.6 µM; A673 NR0B1-luciferase reporter, viability-normalised;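 active = mean inhibition of at least 50% after viability correction, with every replicate also passing that limit; inconclusive = mean reaches 50% but only one of two replicates passes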;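 note: firefly luciferase signal divided by Alamar Blue viability fluorescence both relative to DMSO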
DENV2 CPE rescue – DENV2-induced cell death inhibition; 350,000 compounds, 1.7% hits; CPE inhibition, % at 9.99 µM; DENV2-infected cells, cytopathic effect rescue, plate reader; in the data active = CPE inhibition above about 20%, passing the limit was not always enough; inconclusive = no clear call, values can overlap the other calls; tested in BHK-21 cells;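 note: 0% = median of neutral control wells and 100% = median of positive control wells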
CFTR F508del cor – CFTR F508del correction in bronchial cells; 350,000 compounds, 0.36% hits; CFBE cells, YFP halide quenching; stimulated with forskolin plus potentiator P3; % fluorescence drop versus neutral controls; activity (quench increase), % at 7.58 µM;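 active = mean added fluorescence quench of at least 8% versus neutral control, with both replicates also reaching 8%; inconclusive = only one of the mean or replicate conditions met; inactive = mean below 8% and not both replicates reaching 8%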;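 note: cells transiently co-express mutant CFTR-F508del with the halide-sensitive YFP; corrector assay measuring rescue of mutant channel to the surface after 24 h compound exposure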
GSIS activator – primary screen for activators of insulin secretion dependent on glucose, INS-1E cells, GLuc reporter luminescence | INS-1E GLuc reporter insulin secretion, 2-3 h | activation, % at 16.6 µM | 370,000 compounds, 0.61% hits | AID 743287;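 active = lowest replicate activation of at least 40%, so every replicate reaches that level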;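 note: 0% = median of neutral control wells and 100% = median of IBMX positive control wells; some compounds called inactive have numbers as strong as hits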
PAX8 inh HTS – inhibitors of PAX8 transcriptional activity in RMG-I cells. 360,000 compounds, 1.2% hits. AID 652154. RMG-I TPO-luciferase reporter, SteadyGlo, 24 h. inhibition, % at 12.6 µM;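 active = mean replicate inhibition at least 60% with every replicate also reaching 60%; inconclusive = only one of the two criteria is met; inactive = mean below 60% and not all replicates reaching 60%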;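 note: luciferase light reporting Pax8 driven TPO promoter activity; plate controls were median of neutral control wells for no effect and mitoxantrone controls for full effect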
miR122 inh – miR-122 inhibition in Huh7 cells; activation (reporter increase), % at 12.5 µM; Huh7 miR-122 Renilla luciferase sensor, 48 h; neutral wells = 0, positive control = 100; 340,000 compounds, 0.3% hits;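 active = mean replicate activation score at least 90 and every replicate individually at or above 90; inconclusive = only one of the two criteria met; inactive = neither criterion met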;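 note: higher luciferase means less miR-122 activity so hits act as miR-122 inhibitors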
The depositor's hits bear a star; i = inactive; ? = inconclusive; nt = no result given; & = joins results of further samples; [ ] = another dose, or the depositor's remark.

SMILES	FN deposition inh	EWS-Fli inh	DENV2 CPE rescue	CFTR F508del cor	GSIS activator	PAX8 inh HTS	miR122 inh
CCc1ccc(CNC(=O)C2CCC(=O)N(CCc3ccc(Cl)cc3)C2)nc1 (stereo not drawn)	-26	nt	1	0.9	-18	19	-6
CCCNC(=O)C[C@H]1CC[C@H]2[C@H](COc3ccc(NC(=O)c4cccs4)cc3C(=O)N2C)O1	-12	-3	-8	-0.4	-5	7	37[16.7 µM]
CC(=O)c1cccc(NC(=O)c2cc(-c3ccco3)nc3ccccc23)c1	8	-3	2	2.5	12	-3	-6
Cc1nc2cc(Cl)c(Cl)cc2n1CCCO	8	-5	12	0.6	-1	-3	-2
Cc1ccccc1C1=NC(C(F)(F)F)(C(F)(F)F)c2c(n(-c3ccc(F)cc3)c(=O)[nH]c2=O)N1	7	0	22*	2.1	5	3	0
CC(C)(C)c1ccc(Oc2ncccc2NC(=O)c2cccs2)cc1	2	-7	0	1.3	nt	-4	2
COc1ccc(C)cc1NC(=O)c1sc2ncnc(N3CCN(c4ccccn4)CC3)c2c1C	-4	nt	-1	-0.6	8	-6	-1
CCCc1cc(=O)oc2cc(OCC(=O)NC(Cc3ccc(Cl)cc3)C(=O)O)ccc12 (stereo not drawn)	nt	4	-10	-1.2	6	nt	-4
Cn1c(CSCc2ccc(Cl)cc2Cl)n[nH]c1=S	-14	10	1	0.1	20	12	nt
CC(=O)N(C)C[C@@H]1Oc2ncc(C#Cc3ccncc3)cc2C(=O)N([C@@H](C)CO)C[C@H]1C	-4	-17	-4	-2.5	10	nt	-9[16.7 µM]
COc1ccccc1CNC(=O)Cn1c(=O)oc2cc(S(=O)(=O)N3CCCC3)ccc21	-4	3	2	-0.8	-12	-15	-7
O=C(Nc1c(-c2ccccc2)nc2ccccn12)c1cccc(F)c1	1	5	-7	0.6	12	-1	-3
C[C@H]1CN([C@@H](C)CO)S(=O)(=O)c2ccc(Br)cc2O[C@@H]1CN(C)C(=O)CCN1CCCCC1	-5	2&1	?	5.1&-1.4	-6&-12	8&-3	-4
Nc1ncnc(N2CCOCC2)n1	0	0	?	-1.9	0	8	nt
C[C@@H]1CN([C@H](C)CO)C(=O)c2cc(NC(=O)Nc3cccc4ccccc34)ccc2O[C@@H](C)CCCCO[C@H]1CN(C)Cc1ccc(C(=O)O)cc1	nt	-6	5	2.2	8	-21	0[16.7 µM]
Cc1ccc(C(=O)N(C)CC(=O)Nc2cccc(C)c2C)o1	-5	-1	-2	-2.1	0	4	nt
C[C@@H]1CN([C@@H](C)CO)C(=O)Cc2cc(NS(C)(=O)=O)ccc2O[C@H]1CN(C)Cc1ccc(Oc2ccccc2)cc1	nt	i	30*	3.3	-37	39	-10[16.7 µM]
Cc1cc(N(C)C)ccc1[N+](=O)[O-]	-5	-9	-12	nt	10	17	nt
C=CCC[C@@H](Cc1ccc(F)cc1)C(=O)OC[C@@H](NC(=O)[C@@H](CC=C)CC(=O)N[C@H](CO)Cc1ccccc1)C(C)(C)C	2	11	25*	-2.6	nt	17	nt
CCOC(=O)C1(Cc2cccc(OC)c2)CCN(Cc2cccc(OCC)c2O)CC1	5	21	3	-1.9	-1	0	-1
C[C@@H](O)C#Cc1ccc([C@H]2[C@H]3CN(C(=O)c4ccncc4)CCCCN3[C@H]2CO)cc1	nt	4	-4	-0.1	19	16	3[16.7 µM]
CC(=O)N1Cc2cc(C(=O)NCC(F)(F)F)nc(-c3cccc(-c4cncnc4)c3)c2[C@@H]1CCO	-5	nt	21*	-3.1	-3	-11	nt
O=C(Nc1nnc(-c2ccccn2)o1)c1cccc(Br)c1	-2	nt	nt	nt	12	-31	8
C/C(=N/NS(=O)(=O)c1ccccc1)c1c[nH]c2ccccc12	nt	2	1	-1.3	-11	-7	-12
COc1ccccc1N1CCN(C(c2cc3cc(C)ccc3[nH]c2=O)c2nnnn2C2CCCC2)CC1 (stereo not drawn)	-1	nt	nt	nt	nt	24	-1
COc1ccc(N2C(=O)C(CC(=O)O)S/C2=N\N=C\c2cccs2)cc1 (stereo not drawn)	5	2	-1	-1.1	nt	18	nt
O=c1oc2ccccc2cc1-c1csc(Cc2nc(-c3ccc(Cl)cc3)cs2)n1	3	nt	nt	nt	-3	-3	-10
CC(C)(C)C(=O)NC1(C(F)(F)F)NC(=O)N(CCc2ccccc2)C1=O (stereo not drawn)	7	-6	1	4.1	15	-8	-1
S=c1[nH]c2ccccc2n1Cc1ccccc1	-6	11	-6	-6.4	0	15	nt
COc1ccc(C(=O)NCC(O)CN2CCOCC2)cc1[N+](=O)[O-] (stereo not drawn)	-6	11	-3	-3.1	12	-37	0
Cc1noc(C)c1S(=O)(=O)Nc1cccc(C(F)(F)F)c1	6	nt	-3	0.3	-6	3	16
CCCCNC(=O)c1onc(CSc2cc(C)cc(C)c2)c1C(=O)O	-8	2	15	-0.8	-7	-20	4
COc1ccc(C2CC(=O)C(c3ccc(C#N)cc3)=CN2Cc2ccccc2)cc1 (stereo not drawn)	-7	15	4	1.3	8	6	nt
CNC(=O)C(=O)Nc1c(O)c2ccccc2[nH]c1=O	-5	-13	-2	0.6	1	15	-7
COCCNc1nc(NCCOc2ccccc2Cl)c2sc(-c3ccccc3)cc2n1	-6	7	-4	4.4	nt	23	-9
O=C(CN1CCN(c2ccc(O)cc2)CC1)Nc1cc([N+](=O)[O-])ccc1Cl	1	7	2	nt	9	-40	nt
O=C1c2ccccc2C(=O)N1CCCc1cn(C[C@H]2CC[C@H](Cn3cc(CCCN4C(=O)c5ccccc5C4=O)nn3)O2)nn1	-1	-8	-6	2.9	5	-8	nt
CCSc1nnc(NC(=O)c2ccc3nc[nH]c3c2)s1	-7	-69	2	-4.6	20	-168	-3
COC(=O)C1(N2C(=O)O[C@@H](Cc3ccccc3)[C@H]2/C=C/C2CC2)CCCC1	nt	-4	-2	1.8	nt	-1	nt
CC(C)CC(=O)NC(=S)Nc1ccccn1	14	nt	nt	nt	nt	-31	-13
O=S(=O)(c1ccc(Cl)cc1)N1CCC(O)(CN2CCN(Cc3ccccc3)CC2)CC1	-4	3	0	1.0	-23	13	nt
CC(C)(C)[S@](=O)N1Cc2cc(C(=O)N3CCOCC3)nc(-c3cccc(-c4ccccc4F)c3)c2[C@@H]1CCO	6	0	-1	-2.3	-6	13	nt
O=C(NC1CCCC1)[C@@H]1[C@@H](CO)[C@@H]2Cn3c(cccc3=O)[C@H]1N2C(=O)CC1CC1	-2	0	5	-0.5	3	-8	1[16.7 µM]
CC(C)(C)N(Cc1ccccc1)C(=O)COC(=O)c1ccc(S(=O)(=O)N2CCOCC2)cc1	0	-9	?	-2.6	-40	1	-10
Nc1cc(Cl)ccc1C(=O)OCC(=O)NC(=O)NCc1ccccc1	16	nt	nt	nt	-13	6	-1
COc1ccccc1CN1[C@@H](CC(C)=O)c2cc(C(F)(F)F)ccc2S1(=O)=O	-3	4	71*	0.4	-3	0	33
C[C@@H]1CN([C@H](C)CO)S(=O)(=O)c2ccc(C#CC(C)(C)O)cc2O[C@@H]1CN(C)C(=O)C1CCCCC1	nt	-14	20*	-3.4	2	nt	4[16.7 µM]
Cn1cc(P(=S)(N2CCOCC2)N2CCOCC2)cc1P(=O)(N1CCOCC1)N1CCOCC1	3	3	-1	-1.3	nt	2	-8

Three records picked at random from those above:
SMILES	FN deposition inh	EWS-Fli inh	DENV2 CPE rescue	CFTR F508del cor	GSIS activator	PAX8 inh HTS	miR122 inh
O=C(NC1CCCC1)[C@@H]1[C@@H](CO)[C@@H]2Cn3c(cccc3=O)[C@H]1N2C(=O)CC1CC1	-2	0	5	-0.5	3	-8	1[16.7 µM]
CC(C)CC(=O)NC(=S)Nc1ccccn1	14	nt	nt	nt	nt	-31	-13
CC(C)(C)N(Cc1ccccc1)C(=O)COC(=O)c1ccc(S(=O)(=O)N2CCOCC2)cc1	0	-9	?	-2.6	-40	1	-10

Further results.
SMILES	FN deposition inh	EWS-Fli inh	DENV2 CPE rescue	CFTR F508del cor	GSIS activator	PAX8 inh HTS	miR122 inh
CC1N=C(N)C(c2nc3ccccc3n2C)=C1O (stereo not drawn)	3	7	-2	nt	-1	7	nt
Cn1c(N)c(C(=O)COC(=O)Cc2cccc(C(F)(F)F)c2)c(=O)n(C)c1=O	-2	3	-6	-2.7	-21	-7	-6
CCNC(=O)C[C@H]1CC[C@H]2[C@H](COc3ccc(NC(=O)C4CCCCC4)cc3C(=O)N2C)O1	-17	4	13	-0.2	1	-2	42[16.7 µM]
CCC1(CC)Cc2ccccc2C2=C(C(=O)N3CCCCC3)C(=O)C(=O)N21	-3	2	5	nt	4	16	nt
Cc1ccc(S(=O)(=O)Nc2ccc3c(c2)C(=O)N([C@@H](C)CO)C[C@H](C)[C@@H](CN(C)Cc2ccc(C(F)(F)F)cc2)OCCCC[C@H](C)O3)cc1	0	15	-25	3.0	-2	80*	-9[16.7 µM]
COc1ccc(CNC(=O)C[C@@H]2C=C[C@@H](NC(=O)c3cccc(F)c3)[C@@H](CO)O2)cc1	-9	2	6	-0.1	3	-10	nt
CC(C)n1nc(C(=O)OCC(=O)N(C)C2CCS(=O)(=O)C2)c2ccccc2c1=O (stereo not drawn)	-3	nt	nt	nt	nt	22	-3
O=C(C[C@@H]1CC[C@@H](NC(=O)c2ccccn2)[C@@H](CO)O1)NCc1cc(F)cc(F)c1	0	11	-2	-3.1	13	-2	nt
CC1=NN(C(=O)c2ccc(Cn3ccc([N+](=O)[O-])n3)cc2)C(O)(C(F)(F)F)C1 (stereo not drawn)	-1	nt	nt	nt	-8	-10	1
Cc1ccc2nc(-c3ccc4c(c3)OCCO4)cn2c1	1	22	-3	12*	6	87*	16
C[C@H]1CN([C@@H](C)CO)C(=O)c2cc(Br)cnc2O[C@@H]1CN(C)S(=O)(=O)c1cn(C)cn1	6&-3	-4&2	3&-4	0.9&2.7	-1&15	-22	0
COc1ccc(N2CCN(S(=O)(=O)c3c(C(=O)N4CCOCC4)c(C)n(C)c3C)CC2)cc1	-3	nt	15	3.8	-1	-30	-4
C[C@@H]1CN([C@@H](C)CO)C(=O)Cc2cc(NC(=O)c3ccncc3)ccc2O[C@@H]1CN(C)S(=O)(=O)c1ccccc1	8	-10	-7	-0.9	16	-3	-1[16.7 µM]
COc1ccc(-n2c(C)cc(C(=O)CN3CCC(C)CC3)c2C)cc1	4	-5	8	-0.4	0	2	nt
Cc1nnc(SCCOc2ccccc2)s1	-2	-13	nt	-2.5	-13	-47	nt
O=C(C[C@@H]1CC[C@@H](NS(=O)(=O)c2ccc(F)cc2)[C@H](CO)O1)NC1CCC1	7	7	-5	1.6	5	2	nt
CCN(C(=O)CSc1ncnc2sc(C)c(C)c12)C1CCS(=O)(=O)C1 (stereo not drawn)	3	18	0	-1.5	20	-7	nt
O=C(COC(=O)Cc1ccccc1F)Nc1ccc2[nH]c(=O)[nH]c2c1	-4	-1	-9	-3.3	18	3	nt
NS(=O)(=O)c1cccc(NC(=O)COC(=O)C2CCCCC2)c1	1	2	-3	-1.8	-5	11	-9
Cn1c(CCNC(=O)c2ccccc2)nc2cc(NC(=O)c3ccco3)ccc21	-2	nt	nt	nt	nt	-62	-1
CC(Oc1ccccc1)C(=O)Nc1cccc(F)c1 (stereo not drawn)	-3	nt	nt	nt	nt	-17	8
N#Cc1ccc(-c2ccc3c(c2)[C@H]2[C@H](CCN2S(=O)(=O)c2ccccc2F)[C@H](CO)N3)cc1	15	5	-25	-5.4	8	2	2[16.7 µM]
O=C(Nc1ccc(F)cc1)N[C@@H]1C=C[C@H](CC(=O)N2CCCCC2)O[C@@H]1CO	0	3	4	-1.5	5	-6	nt
